# Bioassay records: PubChem, National Center for Advancing Translational Sciences (NCATS)
# TRHR ag = activates the human TRH receptor; activation, % at 2 µM; TRHR cells, calcium flux fluo-8, FDSS agonist mode; P34981; hit rate 0.18% among 360,000; in the data active means activation above about 30%; further: 0% is about no effect
# Target sequence (P34981 whole entry, looked up): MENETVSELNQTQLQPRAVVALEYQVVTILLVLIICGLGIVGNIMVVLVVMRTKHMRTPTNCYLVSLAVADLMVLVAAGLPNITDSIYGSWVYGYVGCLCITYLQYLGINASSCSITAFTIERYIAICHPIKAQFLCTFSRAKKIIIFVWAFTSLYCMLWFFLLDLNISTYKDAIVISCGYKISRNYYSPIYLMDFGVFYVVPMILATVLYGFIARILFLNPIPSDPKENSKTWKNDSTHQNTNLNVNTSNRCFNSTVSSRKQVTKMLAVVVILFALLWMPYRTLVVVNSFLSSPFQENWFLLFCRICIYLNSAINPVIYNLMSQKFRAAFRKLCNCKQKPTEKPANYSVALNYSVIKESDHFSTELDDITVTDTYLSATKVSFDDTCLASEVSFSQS
#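 Fluo-8-loaded TRHR cells; 10 s baseline, compound added, kinetic Ca2+ fluorescence read 1/s, agonist mode.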
# APEX1 inh = blocks human APE1 abasic DNA cleavage; AID 2517; Potency, µM (doses to about 65.8 µM), for the others: at the highest dose activity change, negative = inhibition, most hits filed as inhibitors; hit rate 0.35% among 350,000; recombinant APE1, TAMRA/BHQ-2 abasic DNA cleavage fluorescence;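 further: potency means the concentration at half of the fitted maximal effect; plate controls were vehicle for no effect and reference inhibitor for full effect; nearly all actives have a fitted effect of over 55% in size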
#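 Activity was derived from the fluorescence gain between first and third kinetic reads (60 s intervals, ex 525/em 598 nm) after 50 nM THF-abasic TAMRA/BHQ-2 duplex was added to 0.75 nM APE1 preincubated 15 min with compound.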
# Anesthetic bind = candidate novel general anesthetic via apoferritin binding; P02791; apoferritin/1-aminoanthracene competitive binding, fluorescence; Potency, µM (series often up to 77.5 µM), for inactives: at the highest dose activity change, negative = displacement, usual class: inhibitors; hit rate 0.074% among 350,000; AID 485281; further: potency means the concentration at half of the fitted maximal effect; on the % scale 0 is the no-effect control and ±100 the full control effect; nearly all actives have a fitted effect of over 20% in size
#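 Concentration-response curves derived by four-parameter Hill fitting of normalized fluorescence, where compounds displaced 1-AMA from 10 uM horse apoferritin following a brief 10 min room-temperature incubation; propofol titration acted as positive control.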
# ERG-DNA inh = blocks human ERG Ets domain binding to DNA | P11308 | fluorescence polarization, His-ERG Ets domain / labelled DNA | Potency, µM (titrated, usually from 76.9 µM), without a hit: at the highest dose FP activity, negative = inhibition, hits mostly inhibitors | hit rate 0.028% among 370,000; active means well fitted inhibition curve with a large enough effect in the polarisation, with a control signal flat; inconclusive means small, poorly fitted or top-dose-only effect, or effect the other way, or a change in a side signal; inactive means no such curve, though single readings can be large or run the other way; the % refers to the polarisation;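 further: polarization taken with two DNA probes labelled with fluorescein and Texas red; potency means the concentration at half of the fitted maximal effect; % of control where 0% means no effect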
#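 His-tagged ERG Ets domain (1 uM in the protein solution; 300mM KCl, 50mM Tris-HCl, 1mM EDTA, 1mM DTT, pH 7.5) received compound, then a probe mix of 5 nM fluorescein-DNA and 100nM Texas-615-DNA. Fluorescence polarization was read for both dyes.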
# BLM helicase inh = Bloom syndrome helicase (human) inhibition. AID 2528. recombinant BLM DNA unwinding, fluorescence dequenching. hit rate 0.2% among 350,000. Potency, µM (highest dose often 56.1 µM), inactives show top-dose activity change, negative = inhibition, usual class: inhibitors;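 further: potency means the concentration at half of the fitted maximal effect; plate controls were vehicle for no effect and no enzyme for full effect; nearly all actives have a fitted effect of over 35% in size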
# 12-LOX inh = ALOX12 (human) lipoxygenase inhibition. P18054. purified 12hLO, xylenol orange hydroperoxide absorbance. Potency, µM (series often up to 108 µM), inactives show at the highest dose activity change, negative = inhibition, hits mostly inhibitors. hit rate 1.1% among 580,000; further: potency means the concentration at half of the fitted maximal effect; on the % scale 0 is the no-effect control and ±100 the full control effect
# Target sequence (P18054 whole entry, looked up): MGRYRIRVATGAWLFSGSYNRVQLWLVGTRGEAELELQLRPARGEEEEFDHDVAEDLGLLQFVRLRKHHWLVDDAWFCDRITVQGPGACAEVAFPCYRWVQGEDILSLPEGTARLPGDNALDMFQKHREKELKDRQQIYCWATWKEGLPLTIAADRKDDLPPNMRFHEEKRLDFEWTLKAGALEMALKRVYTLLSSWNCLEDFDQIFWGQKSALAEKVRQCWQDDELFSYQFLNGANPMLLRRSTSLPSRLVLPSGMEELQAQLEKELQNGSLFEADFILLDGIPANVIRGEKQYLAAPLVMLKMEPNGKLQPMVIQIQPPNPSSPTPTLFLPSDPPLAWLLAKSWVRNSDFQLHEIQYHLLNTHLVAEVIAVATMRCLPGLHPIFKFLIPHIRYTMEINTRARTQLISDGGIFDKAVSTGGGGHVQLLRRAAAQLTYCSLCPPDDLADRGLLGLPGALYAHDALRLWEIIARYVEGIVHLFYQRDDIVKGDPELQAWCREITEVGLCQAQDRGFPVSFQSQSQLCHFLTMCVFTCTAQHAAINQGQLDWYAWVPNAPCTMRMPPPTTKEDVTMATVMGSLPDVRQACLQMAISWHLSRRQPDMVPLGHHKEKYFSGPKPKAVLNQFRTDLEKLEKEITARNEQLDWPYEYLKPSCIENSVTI
#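 Purified human 12hLO at 150 nM in 25 mM Hepes, 0.01% Triton X-100, pH 7.0, preincubated 15 min at room temperature with compound. Reaction started with 40 uM arachidonic acid, 30 min at room temperature. Hydroperoxide measured by Fe-xylenol orange, 573/405 nm absorbance ratio.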
# Pol iota inh = blocks human DNA polymerase iota activity. Potency, µM (doses to about 115 µM), without a hit: top-dose activity, negative = inhibition, most hits filed as inhibitors. Pol iota fluorescent replication assay, 10 min. AID 588590. Q9UNA4. hit rate 1% among 390,000; further: potency means the concentration at half of the fitted maximal effect
#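 Fluorescent replication assay read twice, at 0 min and 10 min after adding 50 nM (final) substrate. Enzyme (10 nM) and compounds were first incubated 15 min at room temperature; enzyme-free buffer wells were negative controls.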
# POLK inh = blocks human DNA polymerase kappa activity; purified Pol kappa, fluorescent DNA synthesis assay, 10 min; Potency, µM (top dose mostly 107 µM), without a hit: top-dose activity, negative = inhibition, most hits filed as inhibitors; hit rate 0.53% among 400,000; further: potency means the concentration at half of the fitted maximal effect; on the % scale 0 is the no-effect control and ±100 the full control effect
#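 Enzyme at 10 nM met test compounds for 15 min at room temperature. Substrate addition (50 nM final) began the reaction, which was monitored by fluorescence at 0 and 10 min.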
# Pol beta inh = DNA polymerase beta (human) inhibition; AID 485314; Pol beta primer extension/strand displacement, fluorescence kinetic; Potency, µM (highest dose often 114 µM), inactives show top-dose activity change, negative = inhibition, actives largely listed as inhibitors; hit rate 1.3% among 340,000; further: potency means the concentration at half of the fitted maximal effect; on the % scale 0 is the no-effect control and ±100 the full control effect
#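 Pol beta (10 nM) and compounds were preincubated 15 min at room temperature, then 50 nM substrate (final) started primer extension/strand displacement. Reads were taken at 0 and 10 min; concentration-response data were fitted to a four-parameter Hill equation.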
# The depositor's hits bear a star; ? = inconclusive; . = no result given; & = joins results of further samples; [ ] = another dose, or the depositor's remark. Unless noted, the call rests on the fitted dose curve; in most records, active means well fitted curve in the direction sought with a large enough effect; inconclusive means small, poorly fitted or top-dose-only effect, or another doubt; inactive means no such curve, though single readings can be large; an effect the other way counts as inactive or inconclusive. A portion of the library, so the mix of outcomes need not match the whole.
# Start of the data: the first two entries, to show the layout:
SMILES,TRHR ag,APEX1 inh,Anesthetic bind,ERG-DNA inh,BLM helicase inh,12-LOX inh,Pol iota inh,POLK inh,Pol beta inh
CCOC(=O)C1=C(N)OC2=C(C(=O)CCC2)C12C(=O)N1c3c(ccc(C)c32)C(C)=CC1(C)C (stereo unspecified),0.3,-5%,-8%,7%,-6%,-14%,14%,2%,-20%
CCN(C=C1CC2C3CC=C4CC(O)CCC4(C)C3CCC2(C)C1=O)CC (stereo unspecified),.,.,.,-7%,.,-22%,-12%,-9%,.

# Results, from the start:
SMILES,TRHR ag,APEX1 inh,Anesthetic bind,ERG-DNA inh,BLM helicase inh,12-LOX inh,Pol iota inh,POLK inh,Pol beta inh
CCOC(=O)C1=C(N)OC2=C(C(=O)CCC2)C12C(=O)N1c3c(ccc(C)c32)C(C)=CC1(C)C (stereo unspecified),0.3,-5%,-8%,7%,-6%,-14%,14%,2%,-20%
CCN(C=C1CC2C3CC=C4CC(O)CCC4(C)C3CCC2(C)C1=O)CC (stereo unspecified),.,.,.,-7%,.,-22%,-12%,-9%,.
O=C(c1cc2cc(Br)ccc2[nH]1)N1CCC2(CC1)OCCO2,0.6,-2%,-5%,15%,0%,?,25%,11%,33%
O=c1c2ccccc2[nH]c(=S)n1-c1ccc2c(c1)OCCO2,-0.1,8%,0%,4%,-3%,-2%,-5%,-23%,0%
CCOc1cccc(OCC)c2c(C)[n+](CC3CCCO3)c(C)c1-2 (stereo unspecified),1.2,?,-14%,-9%,?,.,?,25µM*,22µM*
NCCc1c[nH]c2ccc(F)cc12,0.4,15%,-5%,.,-12%,.,.,.,7%
CCCCN=Cc1c(O)n(-c2c(C)cc(C)cc2C)c(=O)[nH]c1=O,0.2,-2%,-20%,1%,-2%,0%,18%,-1%,5%
CN(C)C(=O)Oc1ccc2ccccc2c1Cl,-1.4,18%,?,-1%,-4%,0%,13%,-6%,23%
Cc1ccccc1-n1c(O)c(/C=N/NC(=O)c2ccccc2O)c(=O)[nH]c1=S,-0.1,14%,-18%,25%,-5%,?,?,-25%,11%
CCCCC/C(=N\O)c1c[nH]c2ccccc12,-0.1,-10%,?,.,-10%,-17%,12%,-7%,-6%
COc1ccccc1N1CCN(Cc2cnc(-c3ccccc3)[nH]2)CC1,-0.5,1%,-1%,-1%,-5%,217%[activator],69%[activator],3%,0%
CC(C)n1c(=O)c(C=Nc2cccc([N+](=O)[O-])c2)c(O)n(CCc2ccccc2)c1=O,-0.2,-1%,-14%,-1%,-10%,-8%,4%,-7%,-2%
CCN(CC)P(=O)(Nc1ccc([N+](=O)[O-])cc1)c1c(C)nn(CCC#N)c1NC(=O)c1ccc(Cl)cc1Cl (stereo unspecified),0.4,12%,-17%,-1%,-3%,-22%,88%[activator],-2%,-3%
CCCNC(=O)c1c(N)n(Cc2ccco2)c2nc3ccccc3nc12,1.6,-2%,358%[activator],16%,-22%,.,?,-27%,?
C=CCn1c(O)c(C(CC)=NCCN2CCN(C(=S)NC)CC2)c(=O)[nH]c1=O,0.0,1%,-5%,-3%,-3%,?,63%[activator],10%,-7%
O=C(OCC(=O)N1CCCCC1)c1cc(S(=O)(=O)N2CCOCC2)c(Cl)cc1Cl,.,22%,.,-19%,.,10%,122%[activator],0%,.
CC(C)(C)c1ccc(C(=O)NC(=S)Nn2cnnc2)cc1,-0.1,12%,8%,-2%,0%,?,28%,-5%,0%[57.1 µM]
Cc1ccc(N2CC(C(=O)Nc3nnc(SCC(=O)Nc4cc(C)on4)s3)CC2=O)cc1 (stereo unspecified),0.2,7%,-3%,12%,0%,-24%,25%,2%,33%
CN1CCN(c2ncnc3nc[nH]c23)CC1,-0.4,2%,-4%,-1%,5%,121%[activator],6%,4%,0%
NC[C@@H]1O[C@H](O[C@H]2[C@@H](O)[C@H](O[C@@H]3[C@@H](O)[C@H](N)C[C@H](N)[C@H]3O[C@H]3O[C@H](CO)[C@@H](O)[C@H](O)[C@H]3N)O[C@@H]2CO)[C@H](N)[C@@H](O)[C@@H]1O,0.2,-2%,-1%,.,-10%,.,.,.,-2%
CC(=O)N1CCOc2ccc(S(=O)(=O)N3CCCCC3)cc21,-1.8,-17%,-5%,5%,-1%,29%,35%[activator],0%,1%
CCCCn1c(=O)c(C(=O)Nc2nnc(C(C)C)s2)c(O)c2ccccc21,0.3,13%,-1%,.,0%,.,.,.,21%
CC(N)Cc1ccc(O)cc1 (stereo unspecified),.,4%,4%,.,4%,8%&6%,.,-7%[60.1 µM],.
CN(C)c1ccc([N+](=O)[O-])c([N+](=O)[O-])c1,.,.,.,2%,.,?,33%[activator],0%,.
Cc1ccc(-c2cc(-c3ccccc3)cc(-c3ccccc3)[n+]2-c2ccccc2)cc1,0.1,12%,.,-2%,.,?,-19%,-4%,.
CCN(CC)c1ccc(N=Cc2c(O)[nH]c(=O)[nH]c2=O)cc1,5.1,-3%,-15%,-5%,-5%,-4%,?,-6%,-8%
COc1cc(/C=C2\C(=O)NC(=O)N(c3ccccc3)C2=O)cc(OC)c1OC,0.0,-2%,-9%,-2%,-3%,?,6%,-2%,3%
CC12CN3CCN(C1)CC(C)(C3)C2=NO,0.4,4%,-2%,.,-1%,5%,-13%,-6%,26%
O=C1CC(O)(CF)CCO1 (stereo unspecified),.,21%,-1%,.,3%,.,.,16%[60.1 µM],.
Cc1ccc(S(=O)(=O)NC(Cc2cnc[nH]2)C(=O)O)cc1 (stereo unspecified),0.3,0%,-1%,-4%,-4%,-15%,-12%,3%,31%
C/C(O)=C(\C#N)C(=O)Nc1cc(Br)ccc1Br,-0.4,?,-13%&-6%,-10%,-7%,-3%,?,-17%[60.1 µM],17%[57.1 µM]
CC(C)(C)P(=O)(N1CCOCC1)N1CCOCC1,0.6,1%,-2%,-4%,-2%,247%[activator],52%[activator],-6%,20%
CN1CSC(=S)N(C)C1,0.7,-2%&1%,-11%,-2%,4%,9%,5%,-3%,31%
CCCNC(=O)Cn1cnc2sc(C(=O)N3CCC4(CC3)OCCO4)c(C)c2c1=O,1.1,37%,-2%,2%,3%,4%,40%[activator],7%,24%
Nc1ccccc1C(=O)OCc1ccc([N+](=O)[O-])cc1,0.0,-10%,?,-5%,-3%,-13%,71%[activator],-5%,32%
CC(=NCCCN1CCCCC1)c1c(O)n(Cc2ccccc2)c(=O)[nH]c1=O,-0.2,1%,-14%,7%,2%,8%,1%,-5%,10%
c1ccc(OCc2ccc(CCCN3CCOCC3)cc2)cc1,0.2,-3%,?,4%,-6%&1%,140%[activator],19%,-4%,23%
C/C(CC(=O)N1CCN(C=O)CC1)=N\NC(=O)c1cccc([N+](=O)[O-])c1,-0.3,5%,-9%,-9%,-2%,0%,107%[activator],-13%,21%
Cc1cc(/C=C2\C(=O)NC(=O)N(Cc3ccccc3)C2=O)c(C)n1-c1ccc(Cl)c(C(=O)O)c1,-0.5,?,-17%,25%,-3%,?,8.9µM*,18µM*,3.5µM*
O=C(CCCn1c(=O)[nH]c2cc(Cl)ccc2c1=O)N1CCC2(CC1)OCCO2,-0.2,2%,-13%,-12%,-3%,-21%,1%,-5%,46%
COC(=O)C1=C(c2cc3ccccc3o2)C[C@@H]2CC[C@H]1N2C(=O)N1CCCCC1,.,.,.,2%,.,5%,8%,4%,.
CCOC(=O)[C@]12Cc3ccsc3[C@H]1N(Cc1ccccc1)C(=O)c1ccccc12,.,.,.,1%,.,-2%,-20%&0%,0%&-7%,.
O=C(c1cccs1)c1cn(Cc2ccccc2Cl)c2ccccc12,1.9,-3%,-13%,-17%,-8%,0%,2%,-1%,-2%
O=C(Nc1ccc2oc(-c3cccnc3)nc2c1)c1ccc(-c2cccc(Cl)c2)o1,0.2,.,-6%,3%,?,-28%,-7%,-17%,?
Cc1ccc(N2C(=O)NC(=O)/C(=C\c3cccn3C(C)(C)C)C2=O)cc1,0.7,1%,-7%,-10%,-1%,-15%,1%,-2%,-1%

# Only POLK inh, for some of the entries so far:
compound | POLK inh
COC(=O)C1=C(c2cc3ccccc3o2)C[C@@H]2CC[C@H]1N2C(=O)N1CCCCC1 | 4%
CCOC(=O)[C@]12Cc3ccsc3[C@H]1N(Cc1ccccc1)C(=O)c1ccccc12 | 0%&-7%

# Later entries.
SMILES,TRHR ag,APEX1 inh,Anesthetic bind,ERG-DNA inh,BLM helicase inh,12-LOX inh,Pol iota inh,POLK inh,Pol beta inh
CC12C=CC(=O)CC1CCC1C2CCC2(C)C(O)C(O)CC12 (stereo unspecified),.,.,.,8%,.,4%,25%,2%,.
CC(C)c1ccc(N2C(=O)NC(=O)/C(=C\C=C\c3ccco3)C2=O)cc1,15,?,?,73%[activator],?,10µM*,8.9µM*,40µM*,?
O=C(c1csc2c1CCCCC2)N1CCC2(CC1)OCCO2,-3.0,0%,-16%,0%,2%,6%,-12%,-19%,53%
COC(=O)C1=C(c2ccc(S(C)(=O)=O)cc2)C[C@@H]2CC[C@H]1N2C(=O)NCc1ccc(C(F)(F)F)cc1,.,.,.,2%,.,13%,0%,-23%,.
COc1ccc2c(c1OC)CN1CCc3cc4c(cc3C1C2)OCO4 (stereo unspecified),0.5,-5%,-10%,-8%,2%,-12%,-7%,-10%,48%
COc1cccc(Cn2c(=O)oc3ccccc32)c1,-0.4,6%,1%,11%,-3%,6%,-14%,-17%,?
N[C@H](CO)Cc1ccccc1,.,.,.,-8%,.,23%,-12%,-9%,.
CCCCCn1c(N)c(C(=O)NCc2cccs2)c2nc3ccccc3nc21,-0.1,-1%,-1%,-24%,-7%,-5%,22µM*,-1%,15%
C/C(=C/CCC(C)[C@H]1CC[C@@]2(C)C3=C(CC[C@]12C)[C@@]1(C)CCC(=O)C(C)(C)[C@@H]1CC3)C(=O)O (stereo partly specified),0.2,4%,-5%,7%,25µM*,-1%,-26%,-17%,-18%
CSC1=NP(=S)(SC)N2CCCC2=C1C#N (stereo unspecified),0.2,-5%,-13%,-10%,-3%,-7%,12%,-6%,-24%
